# RXFP1 antagonist: qHTS Assay for Antagonists of the Relaxin Receptor RXFP1; Relaxin receptor 1 (Homo sapiens), Q9HBX9; HEK293-RXFP1, relaxin-stimulated cAMP HTRF, 30 min; hits give low values; activity change, negative = inhibition, % at 57.5 µM; hit rate 0.59% among 350,000; AID 1259400, 2018;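 active = activity change of -60% or lower, but not beyond a set lower limit; inconclusive = change between -60% and -40%, or beyond the set limit; inactive = change above -40%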
# Target sequence (Q9HBX9 whole entry, looked up): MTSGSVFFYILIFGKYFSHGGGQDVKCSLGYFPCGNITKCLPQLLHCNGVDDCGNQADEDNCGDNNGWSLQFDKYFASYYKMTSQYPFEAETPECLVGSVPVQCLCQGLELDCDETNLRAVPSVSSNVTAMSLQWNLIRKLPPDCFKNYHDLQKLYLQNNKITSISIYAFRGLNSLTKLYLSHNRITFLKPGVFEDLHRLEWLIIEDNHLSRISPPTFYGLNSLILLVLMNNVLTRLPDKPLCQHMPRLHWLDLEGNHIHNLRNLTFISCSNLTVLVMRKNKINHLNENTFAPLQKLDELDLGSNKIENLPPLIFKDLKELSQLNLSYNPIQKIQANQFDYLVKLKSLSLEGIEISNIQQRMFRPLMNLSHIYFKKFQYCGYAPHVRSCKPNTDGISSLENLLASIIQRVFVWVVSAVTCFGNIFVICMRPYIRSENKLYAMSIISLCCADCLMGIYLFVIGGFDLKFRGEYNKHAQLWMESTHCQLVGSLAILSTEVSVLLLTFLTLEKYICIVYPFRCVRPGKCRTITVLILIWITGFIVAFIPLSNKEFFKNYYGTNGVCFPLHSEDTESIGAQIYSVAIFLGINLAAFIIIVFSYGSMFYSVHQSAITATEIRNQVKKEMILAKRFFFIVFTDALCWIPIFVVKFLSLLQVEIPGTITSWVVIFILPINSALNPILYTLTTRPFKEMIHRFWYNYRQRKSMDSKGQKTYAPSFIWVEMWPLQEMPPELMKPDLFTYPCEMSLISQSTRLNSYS
# The depositor's hits bear a star; ? = inconclusive; & = joins results of further samples. % is set by controls: 0 for no effect and ±100 for the full control effect. These rows are one share of the data; count on the stated rates, not on these rows.
mol | RXFP1 antagonist
CN(C)C(CNC(=O)c1cccc(S(=O)(=O)N2CCN(c3ccc(F)cc3)CC2)c1)c1ccccc1 (stereo not drawn) | -19
CCOc1ccc(-n2c(C)c3c(C)nnc(C)c3c2C)cc1 | 4
C=CCN(c1ccccc1OC)S(=O)(=O)c1cccc(C(=O)OCC(=O)N2CC(C)OC(C)C2)c1 (stereo not drawn) | -5
O=C(COC(=O)Cc1ccc(Cl)cc1)NCc1ccc(Cl)cc1 | -3
Nc1cc2c(cc1N)-c1ccccc1C2 | -9
C[C@H]1CN([C@@H](C)CO)C(=O)CCCn2cc(nn2)CO[C@@H]1CN(C)S(=O)(=O)c1ccc(C#N)cc1 | 11
CC1([N+](=O)[O-])COC2(CCCCC2)OC1 | -17
O=C(CNC1CCCCC1)Nc1cccc([N+](=O)[O-])c1 | 0
CCOC(=O)C1C(=O)C(=O)N(Cc2ccccc2)C1C(=O)OCC (stereo not drawn) | -1
CCCc1nnc(NS(=O)(=O)c2ccc(C)cc2)o1 | 4
Nc1nc(Cl)nc2c1ncn2C1OCC(O)C(O)C1O (stereo not drawn) | 0
COc1ccc2c(c1)CCO[C@]21O[C@H](CCO)C[C@H](O)[C@H]1O | 9
COc1ccc(N2CCN(C(=O)COC(=O)[C@@H](NC(=O)OCc3ccccc3)C(C)C)CC2)cc1 | 3
Cc1nc2ccc(Cl)cc2[nH]1 | 5
CCOC(=O)Nc1ccc2c(c1)C(=NO)c1ccccc1-2 | ?
Nc1ccc(C(=O)Nc2ccc(Nc3ccncc3)cc2)c([N+](=O)[O-])c1 | 10
C[C@@H](C(=O)NNC(=O)c1ccc(Cl)cc1)N1C(=O)C2CC=CCC2C1=O (stereo partly drawn) | 6
O=C(O)c1ccccc1C=NN1CCCCCC1 | 2
C#Cc1cccc(N2C(=O)C3C4C=CC(C3C2=O)C2C(=O)N(c3cccc(C#C)c3)C(=O)C42)c1 (stereo not drawn) | -6
C[C@H](CO)N1C[C@H](C)[C@H](CN(C)Cc2cccc(F)c2)Oc2ncc(Br)cc2C1=O | 12

# Of the compounds above, 2 contain fluorine.
mol | RXFP1 antagonist
CN(C)C(CNC(=O)c1cccc(S(=O)(=O)N2CCN(c3ccc(F)cc3)CC2)c1)c1ccccc1 (stereo not drawn) | -19
C[C@H](CO)N1C[C@H](C)[C@H](CN(C)Cc2cccc(F)c2)Oc2ncc(Br)cc2C1=O | 12

# Carrying on.
mol | RXFP1 antagonist
Cc1c(NC(=O)CCc2ccc(S(=O)(=O)N3CCOCC3)cc2)c(=O)n(-c2ccccc2)n1C | 0
CN(C)CCN(Cc1ccco1)c1ccccn1 | 5
C[N+]1(C)CCCC(OC(=O)C(O)(c2ccccc2)c2ccccc2)C1 (stereo not drawn) | 15
COc1ccc(NC(=O)Nc2ccc(O)c3ccccc23)cc1 | 5
CNC(=O)C[C@@H]1C(=O)N(C2CCCCC2)CC1(C)C | 1
Cc1ccc(S(=O)(=O)NCc2ccccc2)cc1C(=O)NCC(=O)Nc1c(C)cccc1C | 0
N#Cc1ccccc1S(=O)(=O)N1CCN(C(=O)Cc2n[nH]c(=O)c3ccccc23)CC1 | -1
CCC(=C(c1ccc(O)cc1)c1ccc(OCCN(C)C)cc1)c1ccccc1 | 4
NC(=O)CCC(C(=O)O)N1C(=O)C2C3CCC(C3)C2C1=O (stereo not drawn) | 6
Cc1ccc([C@H]2N[C@]3(CCCN(Cc4ccc(C(F)(F)F)cc4)C3=O)[C@H]3C(=O)N(C)C(=O)[C@@H]23)cc1 | 11
CCC[C@H]1CN(c2ccc(Br)cc2)C(=O)[C@@H]1CC(=O)Nc1ccccc1 | -2
Cn1c(=O)c2[nH]c(CCCCCc3nc4ccccc4[nH]3)nc2n(C)c1=O | -10
COc1ccc([C@H]2C[C@H](O)[C@@H](n3cc(C4CC4)nn3)CN2C(=O)C2CCCCC2)cc1 | -3
COc1ccccc1N1CC(C(=O)NCC2COc3ccccc3O2)CC1=O (stereo not drawn) | -5
C/C(=C\C(=O)c1ccc(Br)cc1)NNC(=O)c1ccccc1 | -15
CC(OC(=O)c1cccnc1Cl)C(=O)Nc1ccc2c(c1)OCO2 (stereo not drawn) | 0
N=c1ccn(O)cc1CCc1ccccc1 | -11
C[C@H](CO)N1C[C@H](C)[C@@H](CN(C)C(=O)NC2CCCCC2)OCc2cnnn2CCCC1=O | 6
O=C1NC(=S)SC1=Cc1ccccc1Br | -15
Cc1c(NS(=O)(=O)c2cc(C(=O)OCC(=O)c3ccccc3F)ccc2Cl)c(=O)n(-c2ccccc2)n1C | 4
CC(=O)c1c(C)[nH]c(C(=O)OCc2nnc(-c3ccc([N+](=O)[O-])cc3)o2)c1C | -10
COc1ccc(Cc2nc3ccc(C(=O)NC4CCOC4)cc3o2)cc1OC (stereo not drawn) | 3
O=C(Nc1ccc2c(c1)[nH]c(=O)c1ccccc12)C(F)(F)F | -10
COc1ccc(Cl)cc1NC(=O)COC(=O)c1cc(C)oc1C | -1
O=C1CCc2cccc(O)c2N1 | -2
COCCNC(=S)N1CCC(C(=O)c2ccc(Cl)cc2)CC1 | 3
Cc1ccc(-c2noc(CN(C(=O)CCCN3C(=O)c4ccccc4C3=O)C(C)C)n2)cc1 | -2
Nc1nc(-c2cccnc2)nn1S(=O)(=O)c1ccccc1 | -5
CCOc1ccc(/C(O)=C2\C(=O)C(=O)N(CCN(C)C)C2c2cc(OC)ccc2OC)cc1Cl (stereo not drawn) | 3
COc1ccc(S(=O)(=O)N2CCCOC2CNC(=O)C(=O)NCc2ccccc2C)cc1 (stereo not drawn) | 6
CCc1nc2ccccc2c(C(=O)OCC(=O)NC2CCCC2)c1C | -25
CCOC(=O)C1(C(=O)OCC)CCN(S(=O)(=O)c2ccccc2)CC1 | -2
CCOC(=O)C1=C(COC(=O)c2cc([N+](=O)[O-])ccc2Cl)NC(=O)NC1C (stereo not drawn) | 9
Cc1c(NC(=O)Nc2cc(F)c(F)cc2Cl)c(=O)n(-c2ccccc2)n1C | 3
C[C@H](CO)N1C[C@H](C)[C@@H](CN(C)S(=O)(=O)c2cn(C)cn2)Oc2ncc(Br)cc2C1=O | -1
CC(OCC(O)CN1CCN(S(=O)(=O)c2ccc(Cl)cc2)CC1)c1ccc(Cl)cc1 (stereo not drawn) | -2
C[C@@H]1CN([C@@H](C)CO)C(=O)CCCn2nncc2CO[C@H]1CN(C)Cc1ccc(Cl)c(Cl)c1 | 5
CCCN(CC(=O)Nc1ccc(F)c(F)c1F)C(=O)c1cc(S(=O)(=O)N(C)C)ccc1N1CCCC1 | -7
C[C@H]1Cn2cnc(C(=O)Nc3ccc(CNC(=O)OC(C)(C)C)cc3)c2C(=O)N1 | 13
COc1cccc(CN(C)C(=O)c2cc(S(=O)(=O)NC3CCCCC3)ccc2C)c1 | -15
Cc1ccc(CN2CCC[C@]3(N[C@H](c4ccc(C)cc4)[C@@H]4C(=O)N(Cc5ccccc5)C(=O)[C@@H]43)C2=O)cc1 | 2
O=C1CCC(=O)N1CCC(=O)N(C(=O)NC1CCCCC1)C1CCCCC1 | 6
CN(CC(=O)Nc1c(Cl)cccc1Cl)CC(=O)N(C)C1(C#N)CCCCC1 | -10
CCN(CC)C(=O)n1nc(C)c(CN2C(=O)c3ccccc3C2=O)c1C | -4
CC(Nc1ccc([N+](=O)[O-])cc1[N+](=O)[O-])c1ccccc1 (stereo not drawn) | -17
Cc1nc2ccccc2n1Cc1ccc(Br)cc1 | 3
COC1OCC(O)C(OC(=O)c2ccccc2)C1OC(=O)c1ccccc1 (stereo not drawn) | -15
COc1cccc(C(=O)NCC(=O)OC(C)C(=O)NC23CC4CC(CC(C4)C2)C3)c1 (stereo not drawn) | -24
Cc1noc(C)c1S(=O)(=O)N(C)C[C@H]1OCc2cn(nn2)CCCC(=O)N([C@@H](C)CO)C[C@@H]1C | 14
C=CCSc1nc2c(N)ncnc2n1C1OC(CO)C(O)C1O (stereo not drawn) | -3

# Following part
mol | RXFP1 antagonist
CCCCC(O)/C=C(C)/C=C/C=C/C(=O)N1CCCC1=O (stereo not drawn) | -10
O=C(CSc1ncnc2sccc12)NC1CCS(=O)(=O)C1 (stereo not drawn) | -7
COC(=O)c1ccc(Cn2cnc3c(Cl)ncnc32)cc1 | -1
Cc1csc(SCC(=O)Nc2ccc3[nH]c(=O)[nH]c3c2)n1 | -1
COc1ccccc1CN(C)C[C@H]1OCc2cnnn2CCCC(=O)N([C@H](C)CO)C[C@@H]1C | 2
COc1ccc(CCNC(=O)CCCCC(=O)NCCc2ccc(OC)c(OC)c2)cc1OC | -15
O=C(COc1ccc(C(=O)c2ccc(F)cc2)cc1)Nc1cccc(S(=O)(=O)N2CCOCC2)c1 | -8
CC1(C)Cc2c(c(N3CCOCC3)nc3sc4c(NCCN)ncnc4c23)CO1 | 6
CCN(CC)S(=O)(=O)c1ccc(N2CCOCC2)c(NC(=O)c2nn(C(C)C)c(=O)c3ccccc23)c1 | 14
COc1ccccc1NC(=O)N(C)C[C@@H]1OCc2cn(nn2)CCCC(=O)N([C@@H](C)CO)C[C@H]1C | -6
Clc1ncnc2[nH]ccc12 | 2
CCc1nc(N2CCN(S(=O)(=O)c3ccc(Br)cc3)CC2)c2c(C)c(C)sc2n1 | -12
CCOC(=O)c1c(C)nsc1NCc1ccccc1 | -10
CC(NC(=S)NC(=O)c1cccs1)c1ccccc1 (stereo not drawn) | -6
Cc1cnc(C=NNC(N)=S)c2cccc(N)c12 | -20
O=C(CN1c2cccc3cccc(c23)S1(=O)=O)Nc1c(F)c(F)c(F)c(F)c1F | 4
C(=NOCc1ccccc1)c1ccncc1 | 0
CCOc1ccc(NC(=O)CN(C)C(=O)C2COc3ccccc3O2)cc1OCC (stereo not drawn) | -12
Nc1ncncc1-c1ccccc1Cl | -6
O=C(CN1C(=O)C(=O)N(C2CCCC2)C1=O)Nc1ccccc1OC(F)F | 7

# 6 of these compounds in a different format.
RXFP1 antagonist	SMILES
-12	CCc1nc(N2CCN(S(=O)(=O)c3ccc(Br)cc3)CC2)c2c(C)c(C)sc2n1
-10	CCOC(=O)c1c(C)nsc1NCc1ccccc1
-6	CC(NC(=S)NC(=O)c1cccs1)c1ccccc1 (stereo not drawn)
-20	Cc1cnc(C=NNC(N)=S)c2cccc(N)c12
4	O=C(CN1c2cccc3cccc(c23)S1(=O)=O)Nc1c(F)c(F)c(F)c(F)c1F
0	C(=NOCc1ccccc1)c1ccncc1

# More structures follow:
mol | RXFP1 antagonist
O=C(ON=C1CCSCC1)c1ccccc1 | -2
O=c1cc[nH]c(=S)[nH]1 | -19
O=[N+]([O-])c1cccc(SSc2cccc([N+](=O)[O-])c2)c1 | ?
CN(CC(=O)Nc1c(Cl)cccc1Cl)C(=O)Cc1ccsc1 | -1
Cn1c(=O)c2c(nc(CN3CCOCC3)n2Cc2ccccc2)n(C)c1=O | -14
CCOC(=O)[C@@H](NC(=O)CC[C@H]1O[C@@H](n2cc(C)c(=O)[nH]c2=O)C[C@@H]1O)C(C)C | 18
O=C(Nc1ccc(Cl)c(Cl)c1)Nc1cc(C(=O)N2CCOCC2)ccc1N1CCCCC1 | -2
Cc1cc(O)c2c(c1)CC1C3CCC4CC(=O)CCC4(C)C3CC(=O)C21C (stereo not drawn) | -8
O=C(O)CSc1nc2ccc(Br)cc2[nH]1 | -1
C[C@@H]1CCCCO[C@@H](CN(C)Cc2ccc(Cl)c(Cl)c2)[C@@H](C)CN([C@H](C)CO)C(=O)c2cc(NC(=O)CCC(F)(F)F)ccc2O1 | -4
C[C@@H]1CN([C@@H](C)CO)C(=O)CCCn2nncc2CO[C@@H]1CN(C)S(=O)(=O)c1ccc(F)cc1 | -1
COc1ccc(S(=O)(=O)Nc2cc(Sc3ncn[nH]3)c(O)cc2C)cc1 | 2
O=C(CCCCC(=O)NN=Cc1ccc(Cl)cc1)NN=Cc1ccc(Cl)cc1 | -6
COC(=O)c1ccc(/C=C/C(=O)OCC(=O)NCc2cccs2)cc1 | -7
Cn1c(O)c(C=NCCCCCC(=O)O)c(=O)n(C)c1=O | 7
Cc1ccn2cc(CCNS(=O)(=O)c3ccc4ccccc4c3)nc2c1 | -3
NS(=O)(=O)c1cccc(NC(=O)CSc2nnc3n2CCCCC3)c1 | 4
CCOc1ccc(C(=O)Nc2ccc(N3CCN(C(=O)c4ccco4)CC3)cc2)cc1Br | 0
O=C1c2ccccc2CCc2ccccc21 | -1&12
COc1ccc(CNC(=O)C[C@@H]2C[C@H]3c4cc(NC(=O)C5CCC5)ccc4O[C@H]3[C@@H](CO)O2)cc1 | 15
OC1C2CCC(C2)C1CN1CCOCC1 (stereo not drawn) | 8
COCCN(CC(=O)Nc1cccc(C)c1C)C(=O)Cc1ccsc1 | 5
Cc1ccc(S(=O)(=O)Nc2ccccn2)c(C)c1 | 3
Cc1cccc(CN(C)C)c1CC(O)(c1ccccc1)c1ccccc1 | 9
O=C(Nc1ccc2c(c1)OCO2)c1cccc(S(=O)(=O)N2CCOCC2)c1 | 0
CC(C)OC(=O)N(C)C[C@@H]1OCc2cnnn2CCCC(=O)N([C@@H](C)CO)C[C@@H]1C | 14
C[C@@H]1CN([C@@H](C)CO)C(=O)CCCn2nncc2CO[C@H]1CN(C)Cc1cccc(O)c1 | -2
Cc1cc(C)nc(NS(=O)(=O)c2ccc(NC(=O)c3ccccc3Br)cc2)n1 | 0
CCN(C(=O)CN1CCCCCC1)c1c(N)n(Cc2ccccc2)c(=O)[nH]c1=O | -5
O=C(C1Cc2ccccc2CN1S(=O)(=O)c1ccccc1[N+](=O)[O-])N1CCOCC1 (stereo not drawn) | -16
CCOC(=O)c1c(NC(=O)COC(=O)c2cccc([N+](=O)[O-])c2)sc(C(=O)N(C)C)c1C | 2
O=C1NC(Cc2ccccc2)c2nc3cc(F)ccc3c(=O)n2-c2cc3ccccc3cc21 (stereo not drawn) | -7
COc1cc(/C=C/C(=O)OCC(=O)NCc2ccc(F)cc2)ccc1O | -9
